Akt phos inh – Akt phosphorylation inhibition | Neuro2A IGF-stimulated pAkt S473 HTRF, 20 min; active compounds read low | activity change, % for hits at 50 µM | 360,000 compounds, 0.32% hits | AID 651550; in the data active = activity change below about -80%; inconclusive = mostly about -51% to -80%; note: % is set by controls: 0 for no effect and ±100 for the full control effect
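Neuro2A cells in DMEM with 0.5% FBS, overnight at 37 deg C, given compound at single 50 µM final, then IGF (6 nM final) for 20 min at 37 deg C. Lysed; phospho-Akt Ser473 by HTRF after 24 h, 665/615 ratio.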
Abeta yeast res – A-beta toxicity reversal in yeast | yeast expressing A-beta42, growth rescue, OD600, 48 h; response scale: 0% DMSO, 100% iron-clioquinol control | Potency, µM (series often up to 46.1 µM), for the others: at the top dose growth rescue, usual class: activators | 410,000 compounds, 0.063% hits | AID 1347071; note: potency is the fitted concentration of half-maximal effect; nearly all actives have a fitted effect of over 55% in size
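Yeast A-beta toxicity model in growth medium with pinned compounds, 48 h at 30 C; growth read as absorbance at 600 nm. Normalized to FeCl3/clioquinol equimolar mix (positive) and DMSO (negative).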
PTHR1 ag – agonists of human PTHR1 parathyroid hormone receptor; 410,000 compounds, 0.075% hits; AID 743266; HEK293 GP2 PTHR1 cells, GloSensor cAMP luminescence, 1 h; Potency, µM (titrated, usually from 115 µM), for inactives: top-dose activation, hits mostly activators; Q03431; note: potency is the fitted concentration of half-maximal effect; nearly all actives have a fitted effect of over 55% in size; some results filed as inactive show a strong effect at the top dose; inactives centre near -15; many of its hits are not listed in these tables
Target sequence (Q03431 whole entry, looked up): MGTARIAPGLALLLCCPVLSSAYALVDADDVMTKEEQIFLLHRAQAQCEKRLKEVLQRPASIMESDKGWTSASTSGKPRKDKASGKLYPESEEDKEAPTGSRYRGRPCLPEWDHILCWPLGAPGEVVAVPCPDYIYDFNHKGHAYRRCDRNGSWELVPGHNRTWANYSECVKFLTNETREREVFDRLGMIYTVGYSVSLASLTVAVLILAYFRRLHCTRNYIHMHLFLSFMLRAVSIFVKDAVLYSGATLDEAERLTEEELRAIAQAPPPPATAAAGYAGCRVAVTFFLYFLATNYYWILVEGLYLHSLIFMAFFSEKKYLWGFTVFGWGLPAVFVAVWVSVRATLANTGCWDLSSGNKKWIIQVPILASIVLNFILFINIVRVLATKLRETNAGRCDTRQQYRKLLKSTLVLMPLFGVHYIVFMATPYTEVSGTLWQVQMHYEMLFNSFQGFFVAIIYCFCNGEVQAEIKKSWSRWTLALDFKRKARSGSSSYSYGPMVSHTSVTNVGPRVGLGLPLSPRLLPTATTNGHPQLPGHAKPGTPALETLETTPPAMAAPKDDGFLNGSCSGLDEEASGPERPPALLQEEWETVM
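HEK-293-derived GP2 cells expressing PTHR1 and a GloSensor cAMP reporter, 3,000/well, plated overnight, given luciferin plus IBMX (each 0.5 mM as added) for 1 h at 37 °C, then compound for 1 h at 37 °C. Luminescence was read after 15 min at room temperature.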
FUS suppressor – rescues growth of FUS-expressing yeast; S. cerevisiae FUS-expressing, growth rescue, OD600, 24 h; AID 1347120; 390,000 compounds, 0.24% hits; Potency, µM (highest dose often 76.6 µM), for the others: at the top dose growth rescue (activation), actives largely listed as activators;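 note: potency is the fitted concentration of half-maximal effect; plate controls were DMSO vehicle for no effect and reference control for full effect; nearly all actives have a fitted effect of over 55% in size; some results filed as inactive show a strong effect at the top dose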
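S. cerevisiae expressing FUS from galactose induction served as the toxicity model. Growth after 24hr at 30C, read as absorbance at 600 nm, indicates suppression of toxicity; compounds dosed at several concentrations.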
GLP1R ag – GLP-1 receptor (human) agonism | P43220 | HEK293 GLP-1R CRE-luciferase, luminescence, 4-6 h; cells express a hypersensitive GLP-1R form | Potency, µM (titrated, usually from 45.6 µM), without a hit: at the highest dose activation, most hits filed as activators | 380,000 compounds, 0.007% hits; note: potency is the fitted concentration of half-maximal effect; % of control where 0% means no effect
Target sequence (P43220 whole entry, looked up): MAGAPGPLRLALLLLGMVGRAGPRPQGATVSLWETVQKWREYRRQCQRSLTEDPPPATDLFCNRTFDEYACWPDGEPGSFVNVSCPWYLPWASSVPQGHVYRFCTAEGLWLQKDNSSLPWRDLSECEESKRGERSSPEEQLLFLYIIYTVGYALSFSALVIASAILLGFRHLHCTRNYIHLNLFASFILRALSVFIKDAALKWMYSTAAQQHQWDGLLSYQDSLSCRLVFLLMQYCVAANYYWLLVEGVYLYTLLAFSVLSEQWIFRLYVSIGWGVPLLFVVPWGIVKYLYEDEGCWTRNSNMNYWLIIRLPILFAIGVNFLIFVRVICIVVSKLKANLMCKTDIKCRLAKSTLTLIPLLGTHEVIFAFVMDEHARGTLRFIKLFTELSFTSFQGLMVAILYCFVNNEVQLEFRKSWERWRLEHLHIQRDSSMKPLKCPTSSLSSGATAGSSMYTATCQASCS
DRD3 antagonist – D3 dopamine receptor (human) antagonism. D3R cells, DiscoveRx beta-arrestin luminescence, antagonist mode; active compounds read low. P35462. AID 652054. 360,000 compounds, 2.5% hits. max response, negative = inhibition, %; in the data active = max response below about -50%; inconclusive = no clear call, values can overlap the other calls; note: % is set by controls: 0 for no effect and ±100 for the full control effect; mostly tested at two doses, the higher about 12 µM
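Cells expressing the human receptor were seeded at 1500 cells/well, incubated overnight at 37 degrees C in 5% CO2, then exposed to library compounds with dopamine controls for 90 minutes at 37 degrees C before luminescent detection.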
GLP1R inv ag – GLP-1 receptor (human) inverse agonism; Potency, µM (doses to about 38.3 µM), inactives show at the highest dose activity change, negative = inhibition, most hits filed as inhibitors; AID 624417; 410,000 compounds, 1.6% hits; HEK293 GLP-1R CRE-luciferase, luminescence, 24 h; GLP-1R form is constitutively active; note: potency is the fitted concentration of half-maximal effect; % is set by controls: 0 for no effect and ±100 for the full control effect; nearly all actives have a fitted effect of over 55% in size
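Stable HEK293 clone (constitutively active GLP-1R + cAMP-response luciferase); 200 cells/uL plated, 12 h pre-culture, compound 24 hr, 37 deg C/5% CO2; detection reagent 12 min RT; luminescence.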
TDP-43 yeast inh – rescues yeast growth from TDP-43 toxicity. TDP-43 expressing yeast growth rescue, BacTiter-Glo, 24 h. Potency, µM (doses to about 46.1 µM), inactives show at the highest dose growth rescue (activation), most hits filed as activators. 410,000 compounds, 1.8% hits; note: potency is the fitted concentration of half-maximal effect; % of control where 0% means no effect; nearly all actives have a fitted effect of over 50% in size
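In this qHTS, compounds that restore growth of yeast expressing TDP-43 appear as activators. Cells (OD600=0.02, galactose medium, raffinose-pregrown) are incubated with compound 24 hr at 30 deg C and growth is quantified by BacTiter-Glo.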
aSyn yeast inh – inhibitors of alpha-synuclein toxicity in yeast | 370,000 compounds, 0.14% hits | Potency, µM (doses to about 46.1 µM), for the others: at the highest dose growth rescue (activation), actives largely listed as activators | Yeast expressing alpha-synuclein, growth rescue, BacTiter-Glo, 24 h; note: potency is the fitted concentration of half-maximal effect; % of control where 0% means no effect; nearly all actives have a fitted effect of over 65% in size
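Rescue of yeast growth: cells expressing toxic alpha-synuclein, induced in galactose at OD600 0.02, incubated with compound 24 h at 30 C. ATP luminescence quantified growth; inhibitors of toxicity appear as activators.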
Starred values were filed as active, the others as inactive; i = inactive; ? = inconclusive; / = no result given; [ ] = dose if it differs, or a comment. Unless noted, calls come from the whole dose curve; as a rule, active = well fitted curve in the direction sought with a large enough effect; inconclusive = small, poorly fitted or top-dose-only effect, or another doubt; inactive = no such curve, though single readings can be large; an effect the other way counts as inactive or inconclusive. Not all compounds are listed (hit frequency here may not be typical).

(1) CCCOc1ccc(Cc2c(Cl)nc(SC)nc2NC)cc1
(2) COc1ccccc1CNC(=O)CCN1C(=O)c2ccccc2C1=O
(3) Fc1ccc(CSc2ccc3nnc(-c4ccccn4)n3n2)cc1
(4) Cc1cnc(C(=O)Nc2ccc(N3CCN(C(=O)OC(C)(C)C)CC3)cc2)cn1
(5) CSc1nc2c(c(=O)[nH]1)C(c1ccncc1)C(C(=O)OC(C)C)=C(C)N2 (stereo not given)
(6) O=C(COc1ccc(Cl)cc1)Nc1ccc(C(=O)O)cc1NC(=O)COc1ccc(Cl)cc1
(7) COc1ccccc1C(=O)NCCOc1ccc(C)c(C)c1
(8) COc1ccc(Br)cc1S(=O)(=O)n1ccnc1
(9) OCC[C@@H]1C[C@@H](O)[C@H](O)[C@@]2(Cc3ccccc3CCO2)O1
(10) Cc1ccc(C)c(S(=O)(=O)N2CCN(c3nc(-c4cccnc4)nc4ccccc34)CC2)c1
Assay by compound | 1 | 2 | 3 | 4 | 5 | 6 | 7 | 8 | 9 | 10
Akt phos inh | i | i | i | i | i | i | i | i | i | i
Abeta yeast res | 20% | -12% | 0% | 33% | 6% | 3% | -8% | 7% | -4% | -27%
PTHR1 ag | -53%[inhibitor] | -15% | -29% | -15%[57.5 µM] | i | -12% | -93%[inhibitor] | 2% | -53%[inhibitor] | -36%[inhibitor]
FUS suppressor | 15% | 8% | 17% | 8% | 2% | -2% | -7% | -27% | -17% | 26%
GLP1R ag | 10% | 3% | 14% | 0% | 4% | -7% | -3% | -8% | 12% | -7%
DRD3 antagonist | 1 | 11 | 17 | 15 | 0 | 13 | 0 | -8 | 27 | 23
GLP1R inv ag | ? | 67%[activator] | 7% | -24% | 21% | -10% | 21% | 15% | 4% | ?
TDP-43 yeast inh | ? | 16% | ? | 5% | -1% | -5% | 16% | -7% | 10% | 16µM*
aSyn yeast inh | -14% | -1% | 6% | 0% | -7% | 3% | -1% | -5% | -13% | 9%

(11) O=C(c1cccc(OC2CCN(Cc3cc(F)cc(F)c3)CC2)c1)N1CCCC1
(12) Cc1ccc(OCC(=O)N(Cc2ccccc2)c2ccccn2)cc1
(13) COc1cccc2sc(N(C)c3ccccc3)nc12
(14) Cn1ccc2c(N3CCCCCC3)cc3c(c21)C1CCC3C1 (stereo not given)
(15) CC1CCC(NC(=O)c2cc3c(s2)CS(=O)(=O)C3)CC1 (stereo not given)
(16) O=C(CCn1c(SCC(=O)NCc2ccco2)nc2ccccc2c1=O)NCCc1ccccc1
(17) CN(C)CC(=O)N1c2ccccc2CCc2ccc(NC(=O)c3ccc(N)cc3)cc21
(18) CCC(=O)N(C)C(c1ccccc1Cl)c1nnnn1-c1c(C)cccc1C (stereo not given)
(19) COc1ccc(C2CC(c3ccccc3)=NN2C(=O)COC(=O)c2cccc(S(=O)(=O)N3CCOCC3)c2)cc1 (stereo not given)
(20) CCCCCCOc1ccc(C2C(=O)N(C3CCCCC3)CC(=O)N2CCC)cc1 (stereo not given)
Assay by compound | 11 | 12 | 13 | 14 | 15 | 16 | 17 | 18 | 19 | 20
Akt phos inh | i | i | i | i | i | i | i | i | i | /
Abeta yeast res | 8% | 10% | 2% | 11% | -4% | 1% | -3% | 19% | 8% | -19%
PTHR1 ag | i | -5% | -37%[inhibitor][57.5 µM] | -75%[inhibitor] | i | -8% | -14% | -9% | -14% | -32%
FUS suppressor | 4% | -18% | 13% | 11% | 29% | / | 4% | 7% | / | 42%
GLP1R ag | -1% | 6% | -2% | 7% | 5% | 0% | 2% | -8% | -1% | /
DRD3 antagonist | -4 | -9 | -11 | 16 | 14 | 7 | 8 | 1 | -17 | /
GLP1R inv ag | ? | ? | -18% | 26% | 38%[activator] | 8% | 0% | ? | 3% | -11%
TDP-43 yeast inh | -7% | 17% | ? | 24% | -17% | 6% | 19% | 5% | 8% | 16%
aSyn yeast inh | -5% | 8% | 9% | 3% | 2% | 0% | 0% | 10% | 1% | /

(21) O=C(NCc1ccccc1)N1CCN(c2ccc(F)cc2)CC1
(22) COc1cc(C2C3=C(CCCC3=O)Nc3c2c(C)nn3-c2cccc(C)c2)cc(OC)c1O (stereo not given)
(23) COc1ccc(C(=O)C2CCCN(Cc3cccn3-c3nccs3)C2)cc1OC (stereo not given)
(24) NC(=O)c1ccccc1NC(=O)CN1CCCCCC1
(25) CCOc1ccc(CC(=O)Nc2c3c(nn2C(C)(C)C)CS(=O)(=O)C3)cc1
(26) N/C(=N\OC(=O)N1CCOCC1)c1ccccc1
(27) COC(=O)c1ccc(C(=O)OC)c(NC(=O)CSc2cccc[n+]2[O-])c1
(28) Cc1cc(NC(=O)Cc2ccccc2)cc(-c2nc3ccccc3o2)c1O
(29) Cc1ccc(S(=O)(=O)NC(CC(C)C)C(=O)NCCCn2nc(C)cc2C)cc1 (stereo not given)
(30) Cc1ccc(NC(=O)c2nc(S(C)(=O)=O)ncc2N(Cc2cccc(F)c2)Cc2ccco2)cc1C
Assay by compound | 21 | 22 | 23 | 24 | 25 | 26 | 27 | 28 | 29 | 30
Akt phos inh | i | i | i | i | i | i | i | / | i | /
Abeta yeast res | -8% | 18% | -7% | 4% | 10% | -40% | -58%[inhibitor] | -21% | 3% | 2%
PTHR1 ag | i | -15% | -2% | -5% | -16% | 4% | -35%[inhibitor] | i | -7% | -19%
FUS suppressor | 13% | -5% | -23% | 11% | 10% | 2% | -2% | -18% | 18% | 24%
GLP1R ag | 0% | 11% | 13% | -4% | 0% | 2% | 3% | 3% | 5% | /
DRD3 antagonist | -3 | -3 | -14 | 19 | 7 | 18 | ? | / | -6 | /
GLP1R inv ag | -30% | 20% | -23% | -4% | 12% | -1% | ? | -13% | 15% | ?
TDP-43 yeast inh | 5% | -10% | 0% | -7% | 20% | -26% | ? | 19% | 17% | 17%
aSyn yeast inh | -19% | 8% | 1% | -6% | 0% | 4% | -72%[inhibitor] | -3% | 4%[1.84 µM] | /

Only GLP1R inv ag, Akt phos inh and TDP-43 yeast inh (3 entries from above):
No. | molecule | GLP1R inv ag | Akt phos inh | TDP-43 yeast inh
30 | Cc1ccc(NC(=O)c2nc(S(C)(=O)=O)ncc2N(Cc2cccc(F)c2)Cc2ccco2)cc1C | ? | / | 17%
27 | COC(=O)c1ccc(C(=O)OC)c(NC(=O)CSc2cccc[n+]2[O-])c1 | ? | i | ?
22 | COc1cc(C2C3=C(CCCC3=O)Nc3c2c(C)nn3-c2cccc(C)c2)cc(OC)c1O (stereo not given) | 20% | i | -10%

Next section.
(31) CN(c1ccccc1)C(CNS(=O)(=O)c1ccccc1)c1ccccc1 (stereo not given)
(32) O=C(COC(=O)c1cccnc1Cl)NC(=O)c1ccc(OC(F)F)cc1
(33) O=C(Nc1ccc(OCc2cc(=O)n3ccccc3n2)cc1)c1ccccc1Cl
(34) Cc1csc(SC(C)C(=O)NCc2ccc3c(c2)OCO3)n1 (stereo not given)
(35) COCc1cc(C)nc(NCCO)c1C#N
(36) COc1ccc(S(=O)(=O)N2CCN(C)CC2)c(C)c1
(37) CC(NC(=O)C1CCCN1S(=O)(=O)c1ccc2c(c1)n(C)c(=O)c(=O)n2C)c1ccccc1 (stereo not given)
(38) O=C(NN1C(=O)C2C(c3ccccc3)C=CC(c3ccccc3)C2C1=O)c1ccccc1 (stereo not given)
(39) C/C(=N\N=C\c1cccc(F)c1)c1nnn(-c2nonc2N)c1C
(40) COc1ccc(CCNC(=O)c2cc3n(n2)CCCN(Cc2ccc(C)cc2)C3=O)cc1OC
Assay by compound | 31 | 32 | 33 | 34 | 35 | 36 | 37 | 38 | 39 | 40
Akt phos inh | / | i | / | i | i | i | i | i | i | /
Abeta yeast res | -25% | -5% | -13% | 13% | 13% | 1% | -2% | 8% | 5% | -9%
PTHR1 ag | -22% | i | i | i | i | i | 17% | i | 3% | -23%
FUS suppressor | 15% | 30% | 8% | -1% | -5% | -19% | 6% | 16% | / | 26%
GLP1R ag | / | 3% | / | 7% | -9% | 6% | 5% | -5% | -29% | /
DRD3 antagonist | / | -53* | / | 2 | 18 | 1 | -3 | 8 | 2 | /
GLP1R inv ag | ? | -2% | -5% | 5%[0.307 µM] | 20% | 11% | 1% | -37% | 8% | 4%
TDP-43 yeast inh | 0% | -18% | 25% | 0% | 10% | 20% | -25% | 9% | 0% | -2%
aSyn yeast inh | / | -3% | / | -29% | -2% | 1% | -8% | -1% | -2% | /

(41) CCCCN(CC)C(=O)CN(C)S(=O)(=O)c1cccc2nsnc12
(42) O=C(COC(=O)c1ccc(O)cc1)Nc1ncc(Cl)cc1Cl
(43) Cc1ccc2oc(=O)c3cnn(CC(=O)NCCCOC(C)C)c3c2c1
(44) CN(C)CCCNC(=O)C(=O)Nc1cc2c3c(c1)CC(=O)N3CCC2
(45) Cc1ccc(-n2cnnn2)c2cccnc12
(46) COCCNc1nnc(SCC(=O)NNC(=O)c2ccccc2)s1
(47) CC1CN(C(=O)c2ccn(C)n2)CC(C)O1 (stereo not given)
Assay by compound | 41 | 42 | 43 | 44 | 45 | 46 | 47
Akt phos inh | i | i | i | i | i | i | i
Abeta yeast res | 3% | 6% | -12% | 10% | -3% | -2% | 3%
PTHR1 ag | i | i | i | -2% | -6%[57.5 µM] | i | i
FUS suppressor | -14% | 25% | -2% | 2% | 12% | -10% | /
GLP1R ag | 9% | 1% | -2% | 1% | 16% | 0% | -5%
DRD3 antagonist | 6 | 0 | -84* | 12 | 18 | 18 | 8
GLP1R inv ag | 10% | 2% | 1% | 11% | 0% | 1% | 15%
TDP-43 yeast inh | 14% | / | -5% | -10% | -4% | -1% | 12%
aSyn yeast inh | -10% | 11% | -5% | 6% | -9% | 0% | 2%
